beta cell repl – inducers of beta-cell replication in MIN6 cells; MIN6 cells proliferation, ATPlite luminescence, 48 h; cells starved in 0.2% serum; 100% = growth in 10% serum; proliferation, % at 10 µM; 0.29% of 330,000 active; AID 2380;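 active means compounds whose signal lies at least 3.5 SD above the mean of all wells on their plate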;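 further: 0% = DMSO-treated cells in low-serum medium and 100% = 10% serum control; some compounds called inactive have numbers as strong as hits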
tim23-1 inh – inhibits growth of tim23-1 mutant yeast | S. cerevisiae tim23-1 growth, BacTiter-Glo luminescence, 24 h | inhibition, % at 20 µM | 1.3% of 330,000 active;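 active means growth inhibition of the mutant yeast at or above 50%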;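 further: temperature-sensitive mutant grown at 25 °C; plate controls were DMSO-treated mutant yeast for no effect and medium wells lacking yeast for full effect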
APJ antag – antagonists of human APJ apelin receptor | P35414 | CHO-K1 APJ beta-arrestin complementation, luminescence | inhibition, % at 20 µM | 0.32% of 330,000 active | AID 2521;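 active means inhibition above about 40% at 20 µM, limit read from the data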;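 further: cells challenged with 10 nM apelin-13 agonist together with compound; plate controls were apelin-13 plus DMSO wells for no effect and DMSO wells lacking apelin-13 for full effect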
Target sequence (P35414 whole entry, looked up): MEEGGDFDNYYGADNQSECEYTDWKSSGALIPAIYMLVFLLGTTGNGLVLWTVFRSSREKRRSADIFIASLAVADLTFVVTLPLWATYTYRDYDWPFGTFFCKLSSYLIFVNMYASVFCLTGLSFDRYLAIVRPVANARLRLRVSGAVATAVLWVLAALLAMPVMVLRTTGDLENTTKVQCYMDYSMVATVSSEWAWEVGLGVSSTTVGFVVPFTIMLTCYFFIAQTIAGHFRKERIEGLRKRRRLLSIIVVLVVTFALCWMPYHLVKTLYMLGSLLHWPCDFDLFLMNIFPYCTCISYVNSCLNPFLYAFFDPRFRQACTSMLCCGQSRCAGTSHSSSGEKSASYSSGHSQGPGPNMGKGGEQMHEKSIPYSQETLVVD
NR3A LBD binder – modulators (binders) of human NR3A ligand-binding domain. AID 1259313. Tm shift relative to glycine control, % at 25 µM. 2.5% of 340,000 active. NR3A LBD differential scanning fluorimetry, Tm shift; 0% = protein alone, 100% = glycine-bound protein;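 active means melting temperature shift of at least 10% of the positive control shift, at one fixed dose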
tim10-1 inh – inhibits growth of tim10-1 mutant yeast; inhibition, % at 20 µM; S. cerevisiae tim10-1 ts strain growth, BacTiter-Glo, 24 h; 2.2% of 330,000 active; AID 463190;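 active means inhibition of at least 40%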;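 further: mutant grown at 25 °C; 0% = DMSO wells with yeast and 100% = wells holding no yeast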
NALP3 yeast inh – blocks the NALP3 inflammasome reconstituted in yeast. Yeast reconstituted NLRP3/ASC/caspase-1, beta-gal luminescence, 24 h. inhibition, % at 10 µM. 0.39% of 330,000 active. AID 2825;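 active means inhibition of 50% or more; inactive means inhibition below 50%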;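 further: plate controls were induced DMSO wells for no effect and uninduced yeast grown without galactose for full effect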
APJ ag – agonists of human APJ apelin receptor. P35414. activation, % at 20 µM. 0.11% of 330,000 active. CHO-K1 APJ PathHunter beta-arrestin, luminescence; 0% DMSO wells, 100% apelin;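 active means activation more than six SD over the plate average, tested at 20 µM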;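 further: 0% = DMSO alone and 100% = apelin-13 at 10 nM; some results filed as inactive read as strong as hits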
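Assay system: engineered CHO-K1 APJ arrestin reporter cells; Amount: 1000 CHO-K1 reporter cells seeded per well; Dosing: one dose, 20 µM compound, 1% DMSO; Times: compound stimulation 90 min at 25 °C, detection 60 min; Measured by: luminescent beta-gal fragment complementation, chemiluminescent substrate; Read-out: APJ–arrestin association signal; Controls: DMSO vs Apelin-13 10 nM.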
TIM10 inh – TIM10 yeast growth inhibition; S. cerevisiae TIM10 strain growth, BacTiter-Glo luminescence, 24 h; inhibition, % at 10 µM; 1.4% of 330,000 active;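 active means inhibition of 40% or more at the single tested concentration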;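 further: wild-type TIM10 isogenic control strain grown at permissive 25 °C; 0% = DMSO yeast wells and 100% = minimal medium wells without yeast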
MPTP inh – permeability transition pore inhibition; inhibition, % at 10 µM; AID 602449; isolated mouse mitochondria, Ca2+ swelling absorbance, 30 min; 1.4% of 360,000 active;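 active means inhibition of 50% or more, scaled per plate between neutral and stimulator controls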;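 further: 0% = DMSO wells given calcium and 100% = 1 mM EGTA wells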
* = called active by the depositor; nt = not tested or not shown.

SMILES	beta cell repl	tim23-1 inh	APJ antag	NR3A LBD binder	tim10-1 inh	NALP3 yeast inh	APJ ag	TIM10 inh	MPTP inh
COc1ccc(OC)c(-n2c(-c3cccc(S(=O)(=O)N(C)C)c3)n[nH]c2=S)c1	-4	0	6	-1	-8	1	-2	3	-0.3
CCOc1ccc(CNC(=O)CCCC(=O)n2ncc3cc(C)ccc32)cc1	2	8	5	0	18	28	-5	4	0.2
CN(/N=C/c1ccc(-c2ccc([N+](=O)[O-])cc2)o1)c1ccccc1	-2	17	33	13*	14	28	-3	4	8.0
CCOC(=O)C(CC)Sc1nnc(COc2ccc(C)cc2)n1-c1ccccc1 (stereo not drawn)	-3	30	-12	-2	29	6	-3	27	-0.2
O=C(O)c1ccccc1C(=O)Nc1nccs1	-1	-2	-12	1	3	6	0	0	0.8
O=C(NNS(=O)(=O)c1ccc(F)cc1F)C1Cc2c(ccc3ccccc23)O1 (stereo not drawn)	-4	15	-15	-2	29	7	-2	-3	73*
CCC(c1nnnn1Cc1ccccc1)N(Cc1cc2cc(OC)ccc2[nH]c1=O)CC1CCCO1 (stereo not drawn)	1	14	8	1	22	-4	-3	6	-1.6
COC(=O)c1ccc(NC(=O)C2C3C=CC(C3)C2C(=O)O)cc1 (stereo not drawn)	-3	18	0	3	27	4	2	-7	0.7
O=[N+]([O-])c1ccc(C[n+]2cccc3c4ccccc4ccc32)cc1	3	-1	3	-1	-3	13	-3	5	-1.2
COc1ccc(Cl)cc1NC(=O)C1COc2ccccc2O1 (stereo not drawn)	2	37	13	-20	-2	28	-1	9	-5.0

The final two records of the section before lead into the next.
SMILES	beta cell repl	tim23-1 inh	APJ antag	NR3A LBD binder	tim10-1 inh	NALP3 yeast inh	APJ ag	TIM10 inh	MPTP inh
O=[N+]([O-])c1ccc(C[n+]2cccc3c4ccccc4ccc32)cc1	3	-1	3	-1	-3	13	-3	5	-1.2
COc1ccc(Cl)cc1NC(=O)C1COc2ccccc2O1 (stereo not drawn)	2	37	13	-20	-2	28	-1	9	-5.0
CCCCc1c(O)c2cccc3c2n(c1=O)CCC3	0	-8	-3	-3	-7	27	0	-29	3.0
COC(=O)c1cccc(NS(=O)(=O)c2ccc(OC)cc2)c1C	-4	31	-4	0	23	11	4	18	1.9
COc1ccc2c(c1OC)C(=O)OC2Nc1nc(-c2cc3ccccc3oc2=O)cs1 (stereo not drawn)	0	9	-10	3	-5	24	-1	8	1.2
COc1cccc(/C=N/NC(=O)Cn2ccnc2C)c1	0	-12	-4	9	0	0	-3	3	1.1
O=C(Nc1nccs1)NC(C(F)(F)F)C(F)(F)F	-4	16	-4	-1	14	13	-1	9	7.8
COc1ccc(CCNS(=O)(=O)c2cc3c4c(c2)CCN4C(=O)CC3)cc1OC	-3	-6	12	-2	-18	8	-1	-4	-2.3
COC(=O)c1ccccc1NC(=O)CSc1nc(NC(=O)c2ccccc2)c2c(C)c(C)oc2n1	0	-9	3	-2	3	14	-2	-8	1.0
Cc1c(CCC(=O)NCCC(=O)O)c(=O)oc2c(C)c3oc4c(c3cc12)CCCC4	-2	17	3	0	7	0	-1	15	0.4
Cc1cc(NC(=O)CCC(=O)N(CC2CCCO2)C(C(=O)NC2CCCC2)c2ccccc2C)no1 (stereo not drawn)	2	2	-12	0	8	13	0	3	-0.5
CCn1c2ccccc2c2cc(NC(=O)COc3ccccc3OC)ccc21	0	21	4	-13	13	14	-1	10	-2.2
O=C(COc1ccc(Oc2ccccc2)cc1)NC1CCS(=O)(=O)C1 (stereo not drawn)	-1	3	-5	0	8	18	2	-3	-0.8
CCc1ccc2c(c1)C(=O)c1ccccc1C2=O	0	23	-17	18*	14	4	4	16	1.4
CN(C)CCCNC(=O)C[C@H]1C[C@H](C(=O)N2CCCCC2)[C@@]2(C)c3[nH]c4cc(-c5ccco5)ccc4c3CCN2C1=O	nt	27	nt	-3	1	nt	nt	1	-2.3
CCn1c(NCCO)nc2c(c1=O)C(C)(CC)Cc1ccccc1-2 (stereo not drawn)	2	11	7	0	6	-1	2	12	6.9
Cc1ccc(NC(=O)C2CCN(S(=O)(=O)c3cnc[nH]3)CC2)cc1C	0	3	6	-5	-3	8	-1	-11	-0.4
Clc1ccc2nnc(Cl)n2n1	-3	5	-12	1	-4	1	-1	-16	-1.6
Cc1ccc(-n2nc3c(=O)n(CCCC(=O)NCc4ccc(Cl)cc4)nc(C)c3c2C)cc1	-5	4	7	-1	2	5	-3	11	-0.3
CCOc1cc(OCC)c(C(C)=O)cc1OCC	-3	19	17	-1	14	25	-2	0	-0.4
COc1cc(/C=C2/C(=O)N(c3ccc(C)c(C)c3)N=C2C)cc([N+](=O)[O-])c1O	-2	8	-5	2	13	-41	-3	9	3.2
Cn1c(CCC(=O)OCC(=O)Nc2ccc(Oc3ccccc3)cc2)nc(=O)c2ccccc21	-3	-3	4	-1	14	5	-4	8	1.5
Cn1ncc(Br)c1C(=O)Nc1c(F)c(F)cc(F)c1F	0	-3	5	0	15	-11	-1	-4	3.1
CCCOc1ccccc1C(=O)N(Cc1cccc(Br)c1)C1CCS(=O)(=O)C1 (stereo not drawn)	-1	29	10	-2	40	1	-3	16	0.8
COc1ccc(-c2sc3ccc(N4CCOCC4)cc3c2-c2ccc(OC)c(F)c2)cc1	-2	-14	-5	0	17	9	5	2	6.4
COc1ccc(CC(=O)Nc2nccs2)cc1S(=O)(=O)N1CCOCC1	-2	-5	-11	-1	-4	9	-1	-10	0.2
O=C(O)c1cc(O)c2c(c1)[C@@H]([C@H]1c3cc(C(=O)O)cc(O)c3C(=O)c3c(O[C@@H]4O[C@H](CO)[C@@H](O)[C@H](O)[C@H]4O)cccc31)c1cccc(OC3O[C@H](CO)[C@@H](O)[C@H](O)[C@H]3O)c1C2=O (stereo partly drawn)	0	-2	22	7	-16	21	4	-28	1.9
CCOC(=O)C1CCN(C(=O)COC(=O)c2ccccc2OCC)CC1	-3	6	8	4	-11	-3	-2	-10	0.0
COCc1nnc(NC(=O)c2ccc(OC)cc2OC)s1	-1	0	3	-5	14	8	-5	1	1.9
Cc1ccc(NC(=O)COc2ccc(/C(N)=N/O)cc2)cc1C	-3	-15	-6	14*	-29	-14	-4	5	40
CC(=O)Nc1ccc(OC(=O)CC2SC(=O)NC2=O)cc1 (stereo not drawn)	-1	8	4	0	9	-7	-5	9	0.6
O=S(=O)(c1ccc(Cl)nc1)N1CCN(c2ncccn2)CC1	3	-6	-2	0	-16	19	-1	-2	1.2

Arranged by the number under NR3A LBD binder (rising): 3 of the compounds above
structure | NR3A LBD binder
COCc1nnc(NC(=O)c2ccc(OC)cc2OC)s1 | -5
CCCOc1ccccc1C(=O)N(Cc1cccc(Br)c1)C1CCS(=O)(=O)C1 (stereo not drawn) | -2
CC(=O)Nc1ccc(OC(=O)CC2SC(=O)NC2=O)cc1 (stereo not drawn) | 0

Further records
SMILES	beta cell repl	tim23-1 inh	APJ antag	NR3A LBD binder	tim10-1 inh	NALP3 yeast inh	APJ ag	TIM10 inh	MPTP inh
CCOC(=O)CCc1c(C)nc(SCc2ccc(C(=O)O)cc2)c(C#N)c1C	-4	21	13	1	17	12	-2	3	0.1
CCCc1cc(=O)oc2c3c(cc(OCC(=O)N4CCC[C@H]4C(=O)O)c12)OC(C)(C)CC3	-1	-7	-2	-1	11	14	1	5	-1.3
CSC(=NC#N)N1CCN(C(c2ccccc2)c2ccccc2)CC1	-2	4	-6	2	-6	7	-1	-23	-0.6
COc1ccccc1NC(=O)COC(=O)CCS(=O)(=O)c1ccc(C)cc1	0	7	8	5	15	10	3	1	0.6
Cc1nn(C(=O)c2ccc([N+](=O)[O-])cc2)c(C)c1Br	-1	17	4	0	-7	15	0	13	2.2
CCC1CN(S(=O)(=O)c2cc(-c3cc(C)no3)ccc2OC)c2cc(C)ccc2O1 (stereo not drawn)	-6	26	-2	-2	24	10	4	17	0.0
CCCC/C(O)=C1\C(=O)CC(C)(C)CC1=Nc1ccc(OC)cc1	2	35	-16	4	30	30	-1	26	1.1
CNC(=O)c1cc2cc(OC)ccc2oc1=O	0	3	6	-1	8	10	-4	-5	-1.4
COc1cccc(/C=N/NC(=O)c2ccncc2)c1OC(=O)c1ccc(Br)cc1	0	15	1	-3	20	5	4	5	1.5
COc1ccc(NC(=O)CSc2nnc3ccc(-c4ccccn4)nn23)c(OC)c1	6	8	-14	0	17	9	0	8	1.0
CCOC(=O)c1nn(-c2ccc(OCC)cc2)c(C)c1C(C)=O	0	4	-8	8	19	-4	-2	-7	2.1
O=C1C2CC=CCC2C(=O)N1c1nc2n(n1)C(c1ccccc1)CC(c1ccccc1)N2 (stereo not drawn)	-1	21	7	10	19	1	-3	12	-4.5
COc1ccccc1N1CCN(C(=O)C2CCN(S(=O)(=O)c3ccc(Cl)cc3)CC2)CC1	-2	28	-2	-10	28	8	-2	31	2.7
Cn1nnc(NC(=O)c2cccc(OCc3ccccc3)c2)n1	0	22	1	-1	13	5	2	29	-4.4
Cn1nc(C(=O)Nc2c(-c3ccccc3)nc3sccn23)c2ccccc2c1=O	0	25	-14	1	-3	16	4	4	-1.7
Cc1nc(N2CCOCC2)[nH]c(=O)c1C(O)C(Cl)(Cl)Cl (stereo not drawn)	-3	-9	-6	-1	2	10	-5	4	1.3
Cc1ccc2nc(SCC(=O)Nc3ccc4c(c3)OCCO4)nc(=O)n2c1	-4	-9	-5	1	10	22	2	-4	-0.5
O=C(NCC1CCCN1S(=O)(=O)c1cccs1)c1cccc([N+](=O)[O-])c1 (stereo not drawn)	1	20	4	-3	9	-2	-1	0	-1.4
COCCNC(=O)C12CC3CC(CC(Cl)(C3)C1)C2	-1	7	-14	0	3	28	2	-13	0.9
Cn1c(=O)c2ncn(CC(=O)Nc3nc(-c4ccc(Cl)cc4)cs3)c2n(C)c1=O	-2	-12	3	-1	-14	0	-1	-19	-0.1
Cc1cc(=O)oc2cc(OCC(=O)OCc3nnc(-c4ccccc4)o3)ccc12	-2	15	18	0	22	5	-5	5	-0.1
CC(C)NS(=O)(=O)c1ccc(OCC(=O)NC(C)c2ccccc2)cc1 (stereo not drawn)	-3	9	7	1	3	7	3	-3	0.9
CCCSc1nc2c(=O)[nH][nH]c(=O)c2n1Cc1ccccc1	-2	7	4	-3	9	13	0	3	-1.1
NC(=O)c1cc(NC(=O)CCNS(=O)(=O)c2cccc(C(F)(F)F)c2)cc(C(N)=O)c1	0	5	-2	0	0	9	-2	-11	-1.1
C=CCn1c(SCC(=O)Nc2cccc(OC)c2)nnc1-c1cccnc1	-2	16	6	-3	10	-3	-1	10	-0.1
CCn1cc(CNC(=O)C2CCC(=O)N(C3CCCCCC3)C2)cn1 (stereo not drawn)	0	-4	-1	3	-2	14	2	3	0.3
Cc1cc2ncn(-c3nnnn3-c3ccccc3)c2cc1C	-2	15	12	-3	28	5	-7	19	-0.5
Cc1sc2nc(SCC(=O)N3CCOCC3)[nH]c(=O)c2c1C	5	-5	25	-2	-3	13	-3	0	-0.9
Cc1ccccc1NC(=O)COc1coc(CN2CCN(Cc3ccccc3)CC2)cc1=O	-2	2	-35	-1	-9	25	9	5	-0.2
CCOC(=O)C1=C(CSc2nc3c(cc2C#N)CN(C)CC3)OC(N)=C(C#N)C1c1ccccc1 (stereo not drawn)	-3	6	-1	0	1	20	7	3	-0.1
Cc1cc(N2C(=O)C3C4CC(c5ccccc5)C(C4)C3C2=O)no1 (stereo not drawn)	2	12	18	-2	19	10	-2	3	0.0
Cc1c(Cl)cccc1-n1c(-c2cccnc2)n[nH]c1=S	4	9	5	0	4	18	-3	3	0.7

Screening results deposited in PubChem BioAssay by Sanford-Burnham Center for Chemical Genomics.
